GLP-1R inv ag = acts as inverse agonist at human GLP-1 receptor. AID 624417. P43220. Potency, µM (series often up to 38.3 µM), for inactives: top-dose activity change, negative = inhibition, most hits filed as inhibitors. 410,000 tested, 1.6% active. HEK293 GLP-1R CRE-luciferase, luminescence, 24 h; GLP-1R form is constitutively active; further: on the % scale 0 is the no-effect control and ±100 the full control effect; nearly all actives have a fitted effect of over 55% in size
Target sequence (P43220 whole entry, looked up): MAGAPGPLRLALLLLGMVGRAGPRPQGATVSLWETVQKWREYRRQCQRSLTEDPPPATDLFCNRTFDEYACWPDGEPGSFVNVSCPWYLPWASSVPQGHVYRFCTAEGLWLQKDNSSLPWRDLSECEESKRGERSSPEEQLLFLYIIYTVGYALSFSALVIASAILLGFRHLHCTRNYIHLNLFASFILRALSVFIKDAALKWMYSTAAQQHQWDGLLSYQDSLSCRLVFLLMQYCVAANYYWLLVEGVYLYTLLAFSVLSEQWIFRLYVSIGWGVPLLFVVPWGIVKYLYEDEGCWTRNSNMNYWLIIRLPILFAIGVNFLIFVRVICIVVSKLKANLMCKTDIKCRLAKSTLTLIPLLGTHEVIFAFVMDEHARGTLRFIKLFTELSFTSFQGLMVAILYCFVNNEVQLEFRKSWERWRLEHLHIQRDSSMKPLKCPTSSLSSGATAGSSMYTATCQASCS
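Inverse agonists were sought by their lowering of basal cAMP reporter luciferase output in HEK293 cells stably carrying constitutively active human GLP-1R, after 24 h compound treatment.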
TDP43 rescue = rescues yeast growth from TDP-43 toxicity; 410,000 tested, 1.8% active; Potency, µM (top dose mostly 46.1 µM), for inactives: at the highest dose growth rescue (activation), actives largely listed as activators; TDP-43 expressing yeast growth rescue, BacTiter-Glo, 24 h; further: % of control where 0% means no effect; nearly all actives have a fitted effect of over 50% in size
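Luminescence from BacTiter-Glo reports growth of TDP-43-expressing yeast after 24 hr at 30 deg C with compound. Cells were raffinose-pregrown to mid-log, then seeded in galactose medium at OD600=0.02.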
HEK293 tox = cytotoxicity in counter-screen for GLP-1R inverse agonists. HEK293 cAMP-luciferase reporter cells, luminescence, 24 h. 410,000 tested, 0.13% active. Potency, µM (series often up to 38.3 µM), for the others: top-dose activity change, negative = inhibition, usual class: inhibitors. AID 624418;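 further: loss of luciferase light is scored as toxicity; on the % scale 0 is the no-effect control and ±100 the full control effect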
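Step one: seed cells (200 cells/uL, DMEM with 10% Nu serum, 1% pen-strep). Step two: 12-hour incubation at 37 deg C. Step three: pin 23 nL compound, incubate 24 hr. Step four: add luciferase reagent, read luminescence 12 min later.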
An asterisk follows results filed as active; u = inconclusive; [ ] = dose if it differs, or a comment. The call rests on the fitted dose curve; in most records, active means well fitted curve in the direction sought with a large enough effect; inconclusive means small, poorly fitted or top-dose-only effect, or another doubt; inactive means no such curve, though single readings can be large; an effect the other way counts as inactive or inconclusive. Potency means the concentration at half of the fitted maximal effect. Not all compounds are listed, so the mix of outcomes need not match the whole.

SMILES	GLP-1R inv ag	TDP43 rescue	HEK293 tox
CC1CCN(S(=O)(=O)c2ccc3c(c2)CCN3C(=O)Nc2cccc(Br)c2)CC1	13%	12%	0%
COc1ccc(CNC(=O)Cc2csc3ccccc23)cc1OC	8%	15%	6%
Nc1c(C(=O)NCc2ccccc2)nnn1Cc1cccc(Br)c1	u	15%	u
CCOC(=O)c1cc(C)n(CC2CCC(C(=O)Nc3cccc(Cl)c3)CC2)c1C (centres undefined)	11%	21%	-10%
CC(=O)N1c2ccc(S(=O)(=O)NCC3CCC(C(=O)Nc4cccc(F)c4)CC3)cc2CC1C (centres undefined)	-20%	-8%	-1%
CSCCC(NS(=O)(=O)c1ccc2c(c1)oc(=O)n2C)C(=O)N1CCN(c2cccc(Cl)c2)CC1 (centres undefined)	10%	-7%	3%
Cc1cccc(Cn2cc(S(=O)(=O)c3cccc(C)c3)c(=O)c3cc(F)c(N4CCOCC4)cc32)c1	1%	20%	-16%
COc1ccc(NC(=O)Cn2c(SCc3ccc(F)cc3)nc3cccnc32)c(OC)c1	-14%	13%	-1%
Cc1ccc(CNC(=O)CC2Oc3ccc(Cl)cc3NC2=O)cc1 (centres undefined)	5%	16%	9%
COc1ccc(OCC(=O)NCc2ccc3c(c2)CCN3C(=O)c2ccccc2)cc1	u	25µM*	u
COc1ccc(-n2c(-c3ccccc3F)nc3c(cnn3-c3ccc(C)cc3)c2=O)cc1	7.1µM*	-14%	2%
CCCCN(CC)CCCNC(=O)c1sc2nc(C)cc(C)c2c1-n1cccc1	u	-10%	0%
CCn1c(=O)c2sccc2n2c(CCCC(=O)Nc3ccc(OC)c(OC)c3)nnc12	17%	20%	-16%
COC(=O)c1ccccc1NC(=O)Cn1c(=O)n(-c2ccc(C)cc2)c(=O)c2ccccc21	u	4%	-27%
Cc1cccc(NC(=O)Cn2c(=O)n(CCc3ccccc3)c(=O)c3sc4ccccc4c32)c1	11%	5%	-1%
O=C(NCCc1csc(-c2ccc(C(F)(F)F)cc2)n1)C(=O)Nc1cc(F)ccc1F	17%	4%	2%
Cc1ccc(NC(=O)Cn2nc3c(cc2=O)CCCC3)cc1Cl	-15%	18%	1%
CCc1ccc(OCc2nc(-c3ccc(OC)cc3)no2)c(Br)c1	u	24%	3%
Cc1ccc(-c2onc(C)c2C)cc1S(=O)(=O)NCc1cccs1	-27%	16µM*	-16%
COc1ccc(-c2onc(C)c2C)cc1S(=O)(=O)NCCc1ccccc1	-5%	16µM*	1%
COc1ccc(-c2nc3scc(CCNS(=O)(=O)c4ccc(F)cc4C)n3n2)cc1	22%	22%	1%
Cc1cccc(CCNC(=O)C2CCN(c3ncnc4c3nc3n4CCCCC3)CC2)c1	-4%	20%	8%
Cc1cc(Cl)ccc1OCC(=O)N(Cc1ccc(N(C)C)cc1)CC1CCCO1 (centres undefined)	u	3%	7%
CC(C)Cc1ccc(S(=O)(=O)NCc2nc3cccnc3n2Cc2ccccc2)cc1	-21%	3%	3%
CCc1ccccc1NC(=O)NCc1ccc2c(c1)CCN2C(=O)c1ccccc1	13%	2%	6%
COc1ccc(NC(=O)Cn2c(=O)nc(-c3ccccc3)c3ccccc32)cc1OC	13%	18%	1%
COc1cccc(N2CCN(c3ncnc4c3c(-c3ccccc3)cn4-c3cccc(C(F)(F)F)c3)CC2)c1	-16%	12%	2%
CCN(CC)C(=O)Cn1cc(SCC(=O)Nc2cc(OC)ccc2OC)c2ccccc21	-12%	14%	-13%
COc1ccc(S(=O)(=O)N(C(=O)c2ccncc2)c2ccc3oc(C)c(C(C)=O)c3c2)cc1	3.2µM*	0%	-25%
CCC(Oc1ccccc1)C(=O)Nc1ccc(O)c(-c2nc3cc(C)ccc3o2)c1 (centres undefined)	3%	5%	-4%
O=C(c1ccc2c(c1)CCCC2)N1CCN(c2nc3c(F)cccc3s2)CC1	7%	4%	13%
COc1ccc(Cl)cc1NC(=O)CSc1nccn1Cc1ccco1	-26%	u	-3%
COc1ccc(OC)c(NC(=O)CSc2cn(CC(=O)N3CCOCC3)c3ccccc23)c1	6%	17%	-21%
O=C(NCCCCc1ccccc1)c1nn(-c2ccccc2)nc1CO	-27%	23%	-6%
Cc1nn2c(=O)cc(COC(=O)c3ccc(NC(=O)COc4ccc(C)c(C)c4)cc3)nc2s1	12%	-5%	-7%
CCC(CC)C(=O)Nc1cccc(-c2nc3cccnc3s2)c1	5%	-2%	1%
Cc1ccc(C)c(-n2nnc(-c3nc(-c4ccc(Cl)cc4)no3)c2N)c1	2%	0%	5%
CCOc1ccc(NC(=O)C(=O)NCCc2csc(-c3ccc(C)cc3)n2)cc1	7%	20%	0%
COc1ccc(COC(=O)c2[nH]c3c(c2C)C(=O)CC(c2ccc(OC)c(OC)c2)C3)cc1 (centres undefined)	-23%	6%	1%
COc1cccc(CNC(=O)Cn2cccc2C(=O)c2ccccc2)c1	-8%	20%	6%
CC1CCC(N2CC(=O)N(C3CCCCC3)C(c3ccc(Cl)cc3)C2=O)CC1 (centres undefined)	2%	-9%	-6%
CCOc1ccccc1NC(=O)CSc1nnc2[nH]c(=O)cc(-c3ccccc3)n12	-7%	18%	-3%
Cc1ccc(NC(=O)CCC(=O)N2CCSc3ccccc32)cc1Cl	-28%	-16%	1%
Cc1ccc(-n2nnnc2CNC(=O)c2ccccc2F)cc1C	10%	u	2%
Cc1ccc(C(=O)N2CCN(CCc3ccncc3)CC2)cc1	1%	u	-1%
COc1ccc(CCNC(=O)CCn2c(=O)c3cccn3c3ccc(F)cc32)cc1OC	25%	-3%	-6%
Cc1ccc(CNC(=O)CSc2nc3ccsc3c(=O)n2Cc2ccccc2F)cc1	12%	-8%	10%
CCN(C(=O)Cn1c(=O)oc2cc(S(=O)(=O)N3CCCC3)ccc21)c1cccc(C)c1	-15%	-1%	-6%
COC(=O)c1ccc(Nc2ncnc3c2cnn3C)cc1	5%	13%	-21%
Cc1ccc(NC(=O)CSCc2cnn(-c3ccccc3)c2-n2cccc2)c(C)c1	u	u	3%
O=C(CCN1C(=O)c2ccccc2Sc2ncccc21)Nc1ccc(F)cc1F	-6%	3%	-3%
Clc1cccc(CNc2ncnc3c2nc2n3CCCC2)c1	-6%	13µM*	9%
COc1ccc(C(CNC(=O)COc2ccc(Cl)c(C)c2)N2CCOCC2)cc1 (centres undefined)	-3%	12%	-2%
CN(C)c1ccc(CNC(=O)CN2C(=O)CSc3ccc(S(=O)(=O)N4CCCC4)cc32)cc1	0%	10%	3%
COc1ccc(Cl)cc1NC(=O)CSc1nccn1-c1ccc(Cl)cc1	-10%	u	-9%
CCOc1ccc(-n2c(SCC(=O)NC3CCCCC3)nc3c([nH]c4ccccc43)c2=O)cc1	4%	22%	-22%
COc1ccc(-c2noc(-c3ccc(N4CCN(c5ccccc5)CC4)c([N+](=O)[O-])c3)n2)cc1OC	5%	22%	3%
Cc1cccc(NC(=O)Cn2c(=O)n(CCCCCC(=O)NCc3ccc4c(c3)OCO4)c(=O)c3sccc32)c1	0%	7%	1%
Cc1cccc(CSc2nc3c([nH]c4ccccc43)c(=O)n2C)c1	2%	-11%	2%
Cc1ccc(Cn2cc(CCC(=O)NCc3ccc(OC(C)C)cc3)c3ccccc32)cc1	-23%	20%	0%

One compound at a time, as listed above. Order of values: GLP-1R inv ag	TDP43 rescue	HEK293 tox
Cc1ccc(NC(=O)CSCc2cnn(-c3ccccc3)c2-n2cccc2)c(C)c1 in the list: u	u	3%
Cc1ccc(C(=O)N2CCN(CCc3ccncc3)CC2)cc1 in the list: 1%	u	-1%
COc1ccc(CCNC(=O)CCn2c(=O)c3cccn3c3ccc(F)cc32)cc1OC in the list: 25%	-3%	-6%

Of the compounds above, these have a furan ring, fused or not.
SMILES	GLP-1R inv ag	TDP43 rescue	HEK293 tox
COc1ccc(S(=O)(=O)N(C(=O)c2ccncc2)c2ccc3oc(C)c(C(C)=O)c3c2)cc1	3.2µM*	0%	-25%
COc1ccc(Cl)cc1NC(=O)CSc1nccn1Cc1ccco1	-26%	u	-3%

(more compounds)
SMILES	GLP-1R inv ag	TDP43 rescue	HEK293 tox
COc1ccc(-n2nc(C(=O)Nc3cc(OC)c(OC)c(OC)c3)c(=O)n(C)c2=O)cc1	13%	12%	9%
Cc1ccc(C2c3c(oc4ccccc4c3=O)C(=O)N2c2ccc(C)cn2)cc1 (centres undefined)	14%	17%	0%
COc1cc(NC(=O)c2ccc(-c3nc(COc4ccccc4)c(C)o3)cc2)cc(OC)c1	u	7%	-13%
CC(=O)N1c2ccc(S(=O)(=O)NCC3CCC(C(=O)Nc4ccccc4C)CC3)cc2CC1C (centres undefined)	-8%	8%	1%
CC(C)CCNC(=O)c1ccc2c(c1)nc1n2CCCCC1	6.3µM*	-14%	1%
CCOc1ccccc1NC(=O)CSc1ncc(S(=O)(=O)c2ccc(C(C)(C)C)cc2)c(=O)[nH]1	18%	9%	15%
CCOC(=O)N1CCc2c(sc(NCc3cccc(F)c3)c2C(=O)Nc2ccc(OC)cc2)C1	4%	18%	-3%
CCCN(CCC)CC(O)Cn1cc(/C=C/C(=O)c2ccc(OC)cc2)c2ccccc21 (centres undefined)	-22%	-6%	65%[activator]
CCC(Sc1nc2cc3c(cc2c(=O)n1CCCC(=O)NCc1ccc2c(c1)OCO2)OCO3)C(=O)NCCCOC (centres undefined)	4%	14%	-5%
COc1ccccc1C(=O)N1CCC(c2noc(-c3ccc(S(=O)(=O)N4CCCC4)cc3)n2)CC1	u	9%	-3%
COc1cc(-c2noc(-c3nnn(-c4ccc(Cl)cc4)c3C)n2)cc(OC)c1OC	0%	23%	0%
CCCOc1ccc(C2C(=O)N(C3CCC(C)CC3)CC(=O)N2CCc2ccccc2)cc1OC (centres undefined)	8%	-1%	7%
CCN(CC)CCNC(=O)CN1N=C(c2ccc(OC)cc2)CCC1=O	0%	11%	1%
Cc1ccc(NC(=O)CCCN2C(=O)COc3ccc(C)cc32)c(C)c1	u	u	-11%
Cc1ccc(CN2C(=O)c3ccccc3CC2(C)C(=O)NC2CCCCC2)cc1 (centres undefined)	10%	16%	4%
CCOc1ccc(-c2c(C)nn3c(C)c(C(=O)NCC(C)c4ccccc4)cnc23)cc1OCC (centres undefined)	7%	u	-9%
CCc1nnc(SCc2nc(-c3cccc(Cl)c3)oc2C)c2cc3sc(C)cc3n12	62%[activator]	28%	1%
CCc1nc(C)cn1S(=O)(=O)c1ccc(Cl)c(Cl)c1OC	-1%	u	-1%
COc1ccc(N2CCN(S(=O)(=O)CCNC(=O)c3ccc(C(F)(F)F)cc3)CC2)cc1	15%	3%	-1%
CCN(C(=O)c1cc(S(=O)(=O)N2CCCC2)cn1C)c1ccc(OC)cc1	1%	u	-12%
CCn1c(C(=O)NCCc2ccc(OC)c(OC)c2)cc2sc(Cl)cc21	u	22%	-5%
Cc1ccc(-n2nc(CO)c(C(=O)NCc3ccccn3)n2)cc1	9%	9%	-3%
CCN(CCCNC(=O)c1cc2c(=O)n(C)c3ccccc3c2s1)Cc1ccccc1	0%	4%	-14%
CC1=C(C(=O)Nc2ccc(C)cc2Cl)C2(CCCCC2)OC1=O	-20%	11µM*	1%
COc1cccc(-n2ccn(CC(=O)c3ccc(F)cc3)c(=O)c2=O)c1	10%	13%	1%

Gathered by group, the entries above containing an NH in an aromatic ring.
SMILES	GLP-1R inv ag	TDP43 rescue	HEK293 tox
COc1ccc(COC(=O)c2[nH]c3c(c2C)C(=O)CC(c2ccc(OC)c(OC)c2)C3)cc1 (centres undefined)	-23%	6%	1%
CCOc1ccccc1NC(=O)CSc1nnc2[nH]c(=O)cc(-c3ccccc3)n12	-7%	18%	-3%
CCOc1ccc(-n2c(SCC(=O)NC3CCCCC3)nc3c([nH]c4ccccc43)c2=O)cc1	4%	22%	-22%
Cc1cccc(CSc2nc3c([nH]c4ccccc43)c(=O)n2C)c1	2%	-11%	2%
CCOc1ccccc1NC(=O)CSc1ncc(S(=O)(=O)c2ccc(C(C)(C)C)cc2)c(=O)[nH]1	18%	9%	15%

Source: PubChem (National Center for Advancing Translational Sciences (NCATS))
